BRCA1 expr act: increases BRCA1 expression; MCF7-BRCA1-FFLuc reporter, luminescence, 48 h; response scale: scaled: vehicle 0%, 10 µM genistein 100%; Potency, µM (titrated, usually from 46.1 µM), without a hit: top-dose activation, most hits filed as activators; 1.1% of 380,000 active; note: nearly all actives have a fitted effect of over 80% in size; some results filed as inactive show a strong effect at the top dose
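Using MCF7 cells harboring a BRCA1 firefly luciferase reporter, plated 2 h before compound pinning, the screen measured luminescence after 48 h incubation. Responses were normalized to DMSO and 10 microM genistein, then fitted for concentration-effect.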
Gal4-VP16 FLuc: Gal4-VP16 reporter inhibition counter-screen | 3.5% of 310,000 active | Drosophila S2 Gal4-VP16 UAS-luciferase, luminescence, 20 h | Potency, µM (highest dose often 53.6 µM), without a hit: at the highest dose activity, negative = inhibition, usual class: inhibitors;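 note: Gal4-VP16 expression switched on by copper sulfate through the metallothionein promoter; % is set by controls: 0 for no effect and ±100 for the full control effect; nearly all actives have a fitted effect of over 50% in size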
uPA surface inh: cell surface uPA generation inhibition. Potency, µM (series often up to 38.3 µM), for inactives: at the top dose activity change, negative = inhibition, most hits filed as inhibitors. cell surface uPA generation assay, qHTS. 0.31% of 330,000 active; active = well fitted inhibition curve with a large enough effect; inconclusive = small, poorly fitted or top-dose-only effect; inactive = no such curve, though single readings can be large or run the other way; tested in mouse RAW 264.7 cells; note: % is set by controls: 0 for no effect and ±100 for the full control effect; nearly all actives have a fitted effect of over 55% in size
ELG1 genotox: induces genotoxicity in HEK293T cells with luciferase-tagged ELG1. Potency, µM (doses to about 46 µM), inactives show at the highest dose activity change, positive = activation, actives largely listed as activators. HEK293T ELG1-luciferase reporter, luminescence, 16 h. AID 504466. 1.3% of 330,000 active; note: % of control where 0% means no effect; nearly all actives have a fitted effect of over 60% in size
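Genotoxicity was scored as increased ELG1-luciferase reporter signal, measured by ONE-Glo luminescence (30 min, room temperature). Compound or vehicle exposure of the HEK293T reporter cells lasted 16 hr at 37°C.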
MBNL1-CUG inh: blocks human MBNL1 binding to CUG repeat RNA; TR-FRET MBNL1-His/biotin-(CUG)12 binding, 665/545 ratio; 0.036% of 280,000 active; Potency, µM (titrated, usually from 57.5 µM), for inactives: at the top dose activity change, negative = inhibition, most hits filed as inhibitors; AID 2675; Q9NR56; active = well fitted inhibition curve with a large enough effect in the signal ratio, with a control signal flat, not every such curve was filed as active; inconclusive = small, poorly fitted or top-dose-only effect, or effect the other way, or a change in a side signal; inactive = no such curve, though single readings can be large or run the other way; the % refers to the signal ratio; note: % is set by controls: 0 for no effect and ±100 for the full control effect
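Ratiometric TR-FRET (665 over 545 nm, excitation 340 nm) tracks disruption of MBNL1-His/biotin-(CUG)12 complex after 60 min at room temperature, with compounds at 92 nM to 58 uM final.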
CXXC DNA block: MLL CXXC-DNA interaction inhibition; Q03164; MLL-CXXC / FITC-HOXA9 DNA fluorescence polarization; Potency, µM (titrated, usually from 115 µM), without a hit: at the highest dose activity change, negative = inhibition, actives largely listed as inhibitors; 0.037% of 290,000 active; AID 2662; active = well fitted inhibition curve with a large enough effect in the polarisation, with a control signal flat, not every such curve was filed as active; inconclusive = small, poorly fitted or top-dose-only effect, or effect the other way, or a change in a side signal; inactive = no such curve, though single readings can be large or run the other way; the % refers to the polarisation
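Steps: dispense CXXC domain solution (7 uM) → pin compounds or unlabeled HOX-A9 DNA control → 5 min ambient → add FLSN-HOX-A9 solution (50 nM) → spin → 30 min ambient → fluorescence polarization. Tris pH 7.5/NaCl/DTT/BSA buffer.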
Rab9 promoter act: Rab9 promoter activation | Potency, µM (series often up to 9.22 µM), for the others: at the top dose activation, negative = inhibition, actives largely listed as activators | AID 485297 | Huh7 Rab9 promoter-luciferase reporter, luminescence, 24 h | 2.8% of 320,000 active; note: % of control where 0% means no effect; nearly all actives have a fitted effect of over 60% in size
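Steps: seed 1500 Huh7 Rab9-luc cells per well, rest 2 h at 37 °C; add compound in DMSO; incubate 24 h; add luciferase reagent, 10 min ambient; read luminescence.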
NPC1 prom act: activates the NPC1 promoter; Huh7 NPC1 promoter luciferase reporter, 24 h; Potency, µM (highest dose often 9.22 µM), inactives show at the highest dose activation, most hits filed as activators; 2.4% of 320,000 active;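 note: % of control where 0% means no effect; nearly all actives have a fitted effect of over 60% in size; reporter is driven by a mutant NPC1 promoter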
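In 1536-well qHTS, Huh7 cells harboring an NPC1 promoter–luciferase construct received compound for 24 h; activation was quantified by luminescence following luciferase reagent addition.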
p53 reactivator: mutant p53 re-activation in reporter cells | 0.063% of 320,000 active | AID 504706 | Potency, µM (top dose mostly 92.2 µM), without a hit: at the highest dose activity change, positive = activation, actives largely listed as activators | H1299 p53-A138V BP100-luciferase reporter, luminescence, 24 h; note: % of control where 0% means no effect; nearly all actives have a fitted effect of over 45% in size
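p53-null H1299 cells stably carrying temperature-sensitive p53-A138V and a BP100-luciferase reporter were pinned with compounds (4-point, 1:5 series) and held 24 hrs at 37 deg C. Luminescence was read 10 min after detection reagent.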
RORg inh: ROR gamma (mouse) transcription inhibition | Potency, µM (top dose mostly 53.6 µM), for the others: at the highest dose activity change, negative = inhibition, hits mostly inhibitors | Drosophila S2 Gal4-RORgamma UAS-luciferase reporter, 20 h | 5.4% of 310,000 active; note: % is set by controls: 0 for no effect and ±100 for the full control effect; nearly all actives have a fitted effect of over 60% in size
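Drosophila Schneider cells stably carrying a metallothionein-driven Gal4 DBD–ROR gamma fusion and a UAS-Photinus luciferase reporter were exposed to compound for 1 hr, then induced with copper sulfate (700 uM final) for 20 hr at ambient temperature before luminescence reading.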
FLuc modulator: firefly luciferase modulation, counter-screen for miR-21 project. P08659. purified FLuc, Km substrates, luminescence inhibition. Potency, µM (top dose mostly 57.5 µM), inactives show at the top dose activity change, negative = inhibition, most hits filed as inhibitors. 6.9% of 360,000 active;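 note: plate controls were vehicle for no effect and reference inhibitor for full effect; nearly all actives have a fitted effect of over 55% in size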
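Biochemical qHTS of compounds, final roughly 60 µM downward over six points, against 10 nM purified firefly luciferase using Km concentrations of substrates (10 uM D-luciferin, 10 uM ATP) in Tris acetate pH 7.5 buffer; luminescence output.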
An asterisk follows results filed as active; u = inconclusive; x = not tested or not shown; & = joins results of further samples; [ ] = remark or other dose. Unless noted, calls come from the whole dose curve; as a rule, active = well fitted curve in the direction sought with a large enough effect; inconclusive = small, poorly fitted or top-dose-only effect, or another doubt; inactive = no such curve, though single readings can be large; an effect the other way counts as inactive or inconclusive. Potency is the fitted concentration of half-maximal effect. These rows are one share of the data. The share of hits here may be higher or lower than overall.

SMILES	BRCA1 expr act	Gal4-VP16 FLuc	uPA surface inh	ELG1 genotox	MBNL1-CUG inh	CXXC DNA block	Rab9 promoter act	NPC1 prom act	p53 reactivator	RORg inh	FLuc modulator
O=C(CSc1nnnn1-c1ccc(F)cc1)NC1CCCCC1	0%	-2%	2%	-3%	-3%	-4%	-4%	0%	5%	33%	-3%
NS(=O)(=O)c1ccc(CCNCC(=O)NC2CC2)cc1	0%	-1%	-3%	0%	-12%	0%	6%	0%	6%	3%	0%
C/C=C/c1ccc(OCCCCN2C(=O)NC(C)(C)C2=O)c(OC)c1	6%	10%	5%	-3%	1%	7%	-5%	-4%	1%	u	-11%
COC(=O)CC1=NC(=O)CS1	3%	-1%	3%	0%	-2%	1%	2%	-2%	0%	1%[10 µM]	-1%
CCC1CCCCN1C(=O)CNCC1CCCO1 (configuration not stated)	6%	-13%	2%	1%	-12%	5%	22%	-3%	1%	8%	2%
CCCOc1ccc(C(=O)N2CCN(c3ccc(N)cc3Cl)CC2)cc1	-20%	8%	8%	-16%	-4%	-1%	-10%	-1%	-7%	-3%	0%
O=C1NN(c2ccccc2)C(=O)C2C3C=CC(C4CC34)C12 (configuration not stated)	0%	0%	1%	1%	-14%	0%	-9%	0%	-5%	27%	u
CCCn1c(SCc2ccccc2)nc2c1c(=O)[nH]c(=O)n2C	-18%	10%	-14%	3%	1%	-1%	-1%	0%	2%	12%	9%[2.3 µM]
O=C(Nc1cccc(-n2cnnn2)c1)c1cnccc1Cl	0%	4%	0%	1%	3%	2%	-2%	0%	-9%	-25%	0%
O=C(O)c1cc2cc(Cl)cc(Cl)c2oc1=O	5%	-22%	2%	0%	u	-7%	-4%	0%	10%	-27%	u
COCCSc1ccccc1C(=O)Nc1cc([N+](=O)[O-])ccc1OC	-3%	-5%	-3%	-4%	u	0%	-16%	-3%	-2%	4%	-1%
CCN(CC)c1ccc(C(=O)N/N=C(\C)c2cccnc2)cc1	11%	2%	-5%	4%	-3%	17%	-2%	4%	-6%	0%	-14%
O=C(NCCS(=O)(=O)NCc1ccccc1Cl)c1ccccc1	-8%	x	3%	18%	x	x	-6%	0%	2%	x	3%
CC(NC(=O)C1CCCC1)C1CC2CCC1C2 (configuration not stated)	3%	-16%	7%	-3%	-17%	-6%	19%	-8%	2%	15%	-10%
O=C(CCc1ccccc1)N/N=C\c1cc2c(cc1Br)OCO2	-24%	u	0%	-7%	8%	-1%	-2%	1%	1%	u	-13%
COc1ccc(CCN2CC(C(=O)Nc3ccc4c(c3)OCO4)CC2=O)cc1OC (configuration not stated)	27%	-3%[10 µM]	4%	-2%	-10%	18%	-6%	-1%	3%	5%	-7%
CCCCCCC(=O)NNC(=O)c1c(O)c2ccccc2n(CCC)c1=O	-1%	-10%	2%	-10%	-13%	-2%	1%	1%	-2%	0%	u
CCOC(=O)c1c(C)[nH]c(C(=O)COC(=O)c2cnccn2)c1C	-20%	x	17%	0%	x	x	-3%	-2%	-7%	x	u
COc1ccccc1NC(=O)Nc1nc(CC(=O)NC2CCCC2)cs1	-12%	x	0%	0%	x	x	-3%	-1%	15%	x	u
CCN(CC(=O)Nc1sc2c(c1C#N)CCCC2)CC(=O)NC1CCS(=O)(=O)C1 (configuration not stated)	-10%	6%	0%	0%	-8%	-5%	-1%	1%	-2%	17%	-2%
COc1ccc(N2CCN(C(=O)COC(=O)CCOc3ccc(C(C)(C)C)cc3)CC2)cc1	-4%	x	10%	1%	x	x	-2%	0%	-6%	x	-1%
Cc1ccc(C)c(C(=O)CN2C(=O)NC3(CCc4ccccc43)C2=O)c1 (configuration not stated)	9%	x	-17%	-1%	x	x	-5%	-1%	-6%	x	-1%
COc1ccc(Cl)cc1N(CC(=O)N1CCCCCC1)S(C)(=O)=O	-3%	-12%	1%	-1%	-9%	-2%	0%	-5%	-5%	-8%	-2%
O=C(COC(=O)c1cccnc1Cl)Nc1cc(S(=O)(=O)N2CCCCCC2)ccc1Cl	-2%	x	-5%	0%	x	x	-5%	-2%	-6%	x	1%
Cc1ccc(NC(=O)CCS(=O)(=O)c2cccc3nonc23)cc1Cl	0%&15%	-10%	0%	-10%	u	7%	-2%	3%	-3%	u	1%&-8%
O=C1c2cccc(Sc3ccccc3)c2C(=O)c2c(Sc3ccccc3)cccc21	1%	24%	0%	1%	0%	-8%	-5%	3%	5%	19%	-1%
CCOc1ccccc1C1CC(=O)NC(SCC)=C1C#N (configuration not stated)	2%	-15%	5%	-8%	3%	-5%	1%	3%	-10%	4%	-1%
Cc1ccc(N/C=C2\CCCCC2=O)nc1	28%	-13%	-1%	u	15%	2%	u	4%	6%	u	21µM*
COc1ccc(-n2ncc3c2CC(C)(C)CC3NC(=O)C2CCN(C(C)=O)CC2)cc1 (configuration not stated)	-12%	-6%	0%	7%	-1%	48%[activator]	8%	-5%	9%	13%	0%
O=C(CSc1nnc(-c2ccccn2)o1)Nc1ccccc1C(F)(F)F	u	-3%	-3%	u	-3%	0%	u	u	14%	1%	-1%
O=C(CCCc1ccccc1)Nc1ccnn1C1CCN(Cc2ccccn2)CC1	-26%	-10%	-4%	5%	1%	-10%	9%	-1%	1%	5%	-2%
O=C(NCC1CCCN(C(=O)NCc2ccccc2)C1)c1ccc2c(c1)OCO2 (configuration not stated)	43%	-9%	-3%	1%	-19%	17%	22%	-1%	2%	17%	u
CCCN(CCC)S(=O)(=O)c1ccc(C(=O)N2CCCc3ccccc32)cc1	-35%	1%	1%	-23%	-2%	5%	-4%	-1%	4%	u	1%
O=C(O)c1ccc(NC(=O)C2(c3ccccc3)CCCC2)cc1	-2%	-3%	-2%	-1%	3%	8%	2%	1%	1%	6%	1%
COc1ccc(C(C)(C)NC(=O)C2CCC(=O)N(CCCN3CCCC3=O)C2)cc1 (configuration not stated)	4%	-7%	-3%	-2%[9.26 µM]	1%	21%	2%	1%	4%	-4%	5%
COC(=O)CCC(=O)NNC(=O)CCC(=O)Nc1cccc(Cl)c1C	-2%	-2%	-1%	1%	-3%	1%	-4%	-3%	1%	-3%	-2%
CCOCCCNS(=O)(=O)c1ccc2c(c1)OCCO2	4%	-1%	-4%	0%	-7%	-3%	8%	-6%	-5%	32%	-1%
O=S(=O)(Nc1ncccn1)c1ccc(Nc2ncnc3ccccc23)cc1	20%	2%	-12%	-1%	-1%	0%	-3%	0%	1%	23%	-1%
COc1cc(Cl)ccc1OCc1cc(C(=O)NC(C)Cc2cnccn2)no1 (configuration not stated)	u	7%	-18%	u	-5%	-1%	1.1µM*	2.5µM*	u	u	6.7µM*
CC(Nc1ccccc1)c1ccncc1 (configuration not stated)	7%	2%	-8%	-5%	-1%	4%	1%	-7%	-7%	3%	-1%
COc1cc(C2C(C#N)=C(N)Oc3n[nH]c(-c4cccnc4)c32)ccc1OCC(N)=O (configuration not stated)	11%	7%	5%	-3%	-3%	18%	-2%	-7%	-2%	-25%	5%
CS(C)(=O)=NS(=O)(=O)c1ccc(Cl)cc1	2%	-11%	1%	0%	-7%	4%	-2%	-4%	6%	-10%	0%
CS(=O)(=O)N(CC(=O)N1CCN(Cc2ccccc2)CC1)c1cccc([N+](=O)[O-])c1	10%	-4%	-1%	-7%	u	0%	0%	0%	x	17%	0%
CC(=O)COc1ccc2c(-c3ccccc3)cc(=O)oc2c1	62%	-12%	-1%	9%	18%	-13%	0%	9%	20%	-6%	17µM*
CC(=O)Nc1ccc2cc3ccc(NC(C)=O)cc3nc2c1	69%	-20%	u	u	x	40µM*	u	u	8%	-15%	11µM*
Clc1ccc(CNCC2CCCO2)cc1 (configuration not stated)	3%	-14%	0%	-1%	-2%	32%[activator]	-4%	0%	x	-5%	4%
Cc1ccccc1-n1c(O)cc(=O)[nH]c1=S	-10%	-17%	1%	-1%	4%	-6%	-3%	-5%	1%	-3%	4%
CC1=NOC(=O)/C1=C/c1ccc2c(c1)OCO2	-4%	-12%	11%	u	5%	u	0%	-4%	1%	1%	u
Cn1nccc1C(=O)Nc1ccccc1C(=O)O	50%	7%	8%	u	-5%	-3%	7%	8%	13%	8%	u
